Screening data from PubChem.
XiGFP reactiv = X-chromosome reactivation activator; XiGFP mouse fibroblasts, % GFP-positive cells imaging, 3 d; cells co-treated with 5-aza-dC sensitizer; scaled so ellipticine positive control = 100%; activation, % at 7.58 µM; 0.055% of 360,000 active;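 active = mean normalized replicate activation at least 10% and every replicate at or above 10%; inconclusive = only one of the two criteria met; inactive = mean below 10% and not all replicates reach 10%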;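 also: 0% = median of on-plate neutral control wells and 100% = ellipticine 6 µM median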
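Material: XiGFP fibroblasts, SV40-immortalized. Buffer or medium: DMEM plus 5-aza-dC sensitizer. Compound: single concentration per compound, delivered by pin transfer. Times: 3 days compound exposure. Controls: ellipticine 6 µM.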
LGR2 antag = inhibitors of bursicon-induced Drosophila LGR2 receptor cAMP signaling | HEK293 LGR2, CRE-luciferase, bursicon-stimulated, 4 h | inhibition, % at 9.99 µM | 0.35% of 380,000 active;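 active = drop in luminescence signal, shown as inhibition above about 50% in the replicate tests, limit read from the data, passing the limit was not always enough; inconclusive = probably only some replicates passing the limit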;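 also: agonist challenge used bursicon conditioned medium at about half maximal strength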
SIRT5 block = inhibitors of human sirtuin-5 desuccinylase | AID 652115 | 1.1% of 330,000 active | Q9NXA8 | inhibition, % at 15 µM | Purified SirT5, succinyl-peptide AMC, trypsin-coupled fluorescence; in the data active = inhibition above about 15%; inconclusive = no clear call, values can overlap the other calls
Target sequence (Q9NXA8 whole entry, looked up): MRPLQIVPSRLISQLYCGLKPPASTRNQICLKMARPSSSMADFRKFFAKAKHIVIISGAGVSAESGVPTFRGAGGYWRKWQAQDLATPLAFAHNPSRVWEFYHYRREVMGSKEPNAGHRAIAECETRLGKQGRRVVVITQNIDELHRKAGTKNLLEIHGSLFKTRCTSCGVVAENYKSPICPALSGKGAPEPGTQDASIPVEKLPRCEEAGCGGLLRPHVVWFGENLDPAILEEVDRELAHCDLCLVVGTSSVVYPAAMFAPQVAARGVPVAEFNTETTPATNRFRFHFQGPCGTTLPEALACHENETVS
Cneo AK release = causes C. neoformans cell lysis | 0.2% of 360,000 active | adenylate kinase release luminescence, 4 h; normalised: neutral wells 0, clomiphene wells 100 | lysis activity, % at 15 µM;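 active = mean lysis activity across replicates of at least 80%, whatever share of replicates individually reach that level; inactive = mean lysis activity below 80%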
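Material: C. neoformans cells | Amount: Yeast cell density of 5 × 10^6 cells/mL | Medium: Fresh YPD growth medium | Dosing: Single dose | Times: Static 4 h at 37 °C with compound, 1 h detection | Detection: AK luminescence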
ERAP1 HTS inh = ERAP1 (human) enzyme inhibition; recombinant ERAP1, Leu-AMC fluorescence, 60 min; inhibition, % at 10.7 µM; 0.15% of 340,000 active;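 active = mean replicate inhibition of at least 30%, or all replicates individually reaching that 30% level; inactive = mean below 30% and not every replicate reaching it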;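 also: 0% = neutral control wells and 100% = L-leucinethiol positive control wells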
Statin myotox sup = suppressors of simvastatin-induced myotoxicity in C2C12 myotubes; AID 602340; ATP luminescence, 48 h; scaled: DMSO 0, geranylgeraniol control 100; rescue of ATP level, % at 7.49 µM; 0.78% of 330,000 active;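 active = mean ATP rescue above about 67%, or every replicate alone reaching that limit, limit read from the data, passing the limit was not always enough; inconclusive = no clear call, values can overlap the other calls; inactive = mean under the limit and some replicate under it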;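 also: myotubes were challenged with 10 µM simvastatin during compound exposure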
S100A4 MyoIIA = blocks human S100A4 binding to myosin IIA peptide; inhibition, % at 10.7 µM; 0.14% of 360,000 active; S100A4/TAMRA-MyoIIA peptide fluorescence polarization; AID 652163;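 active = mean inhibition of at least 70% across replicates, with every replicate also reaching that level; inconclusive = mean inhibition reaches 70% but some replicates fall short; inactive = mean inhibition below 70%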
Target sequence (P26447 whole entry, looked up): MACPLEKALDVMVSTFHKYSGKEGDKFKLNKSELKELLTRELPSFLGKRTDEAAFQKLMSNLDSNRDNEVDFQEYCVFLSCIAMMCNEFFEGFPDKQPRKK
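Material: human S100A4 monomer with TAMRA-labelled myosin IIA peptide; buffer or medium: HEPES pH 7.2 with CaCl2, KCl, NaCl, DTT, Triton; compound dosing: one concentration per compound; schedule: 5 min incubation before reading; benchmarks: neutral control DMSO, positive control TFP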
PGC1a acetyl inh = lowers PGC1a acetylation signal in U2OS cells; AlphaScreen anti-acetyl-lysine; with virally co-expressed GCN5 acetyltransferase; inhibition, % at 15.6 µM; 0.17% of 350,000 active;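 active = every replicate shows inhibition of at least 40%; inconclusive = mean inhibition at least 40% but some replicate below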;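 also: 0% = neutral control wells and 100% = positive control wells; some results beyond the cut were filed as inactive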
* = called active by the depositor; ? = inconclusive; nt = no result given; & = joins results of further samples. A portion of the library; rates above refer to the full screens.

SMILES | XiGFP reactiv | LGR2 antag | SIRT5 block | Cneo AK release | ERAP1 HTS inh | Statin myotox sup | S100A4 MyoIIA | PGC1a acetyl inh
CC(C)(C)N(Cc1ccccc1)C(=O)COC(=O)c1ccc(Br)o1 | -0.1 | 14 | 1 | -3 | -1 | -3 | -4 | 1
CC(C)NC(=O)Nc1ccc2c(c1)C(=O)N([C@@H](C)CO)C[C@@H](C)[C@H](CN(C)C(=O)C1CCCCC1)OCCCC[C@H](C)O2 | 0.1 | 15 | -4 | 2 | 3 | 41 | 8 | 7
O=C(CSc1nnnn1-c1ccc(C(=O)O)cc1)NC1CCCCC1 | 0.5 | 10 | -4 | 0 | 0 | -8 | 5 | -4
Cc1cc(C)c(C)c(S(=O)(=O)N(C)C2CCN(C)CC2)c1C | 0.2 | -12 | -3 | nt | 2 | nt | -4 | nt
Cc1cc(C)cc(NC(=O)CSc2nc3[nH]c(=O)cc(O)c3s2)c1 | -0.1 | 0 | -1 | -2 | -3 | 11 | 2 | -1
CCOc1ccc(-c2nnn(CC(=O)Nc3ccccc3OC)n2)cc1OCC | nt | -10 | nt | -1 | nt | -3 | nt | 7
C[C@H](CO)N1C[C@H](C)[C@H](CN(C)Cc2ccccc2)Oc2ccc(NC(=O)CCCN(C)C)cc2C1=O | 0.0 | -8 | -4 | -3 | 2 | -12 | -2 | 15
COc1ccccc1-c1c(C)nn2c(N3CCCCCC3)cc(C)nc12 | 0.0 | 5 | 7 | 3 | 6 | -31 | -3 | -9
CC12CCC(C/C1=N/NC(=O)Nc1ccccc1)C2(C)C (stereo not drawn) | 0.0 | -15 | -8 | nt | -1 | nt | -3 | nt
O=C(NC1CCCCC1)C(c1ccc(O)c(O)c1)N(C(=O)Cn1nnc2ccccc21)c1cccc(O)c1 (stereo not drawn) | 0.0 | nt | 5 | nt | 1 | nt | -4 | -1
C[C@H]1CN([C@@H](C)CO)C(=O)Cc2cc(NC(=O)Nc3ccc4c(c3)OCO4)ccc2O[C@@H]1CN(C)C(=O)Nc1ccccc1 | 0.0 | 6 | nt | -1 | nt | -1 | nt | 7
CC(C)CN(C(=O)COC(=O)C12CC3CC(CC(C3)C1)C2)c1c(N)n(Cc2ccccc2)c(=O)[nH]c1=O | -0.1 | ? | 15 | 0 | -10 | 9 | -6 | nt
Cc1ccc(C)c(NS(=O)(=O)c2ccc3[nH]c(=O)[nH]c3c2)c1 | -0.2 | 1 | 2 | -3 | 0 | nt | -7 | 5
C[C@H](CO)N1C[C@H](C)[C@H](CN(C)Cc2ccncc2)Oc2cc(-c3ccncc3)ccc2S1(=O)=O | -1.0 | -1 | nt | nt | nt | -20 | nt | 14
COc1ccccc1NC(=O)N1C[C@@H](C)[C@H](OC)CN(C)C(=O)c2ccc(NC(=O)c3ccccn3)cc2OC[C@H]1C | nt | nt | nt | 0 | 0 | 6 | -2 | 13
COc1cccc(S(=O)(=O)N(C)C[C@@H]2OCc3ccccc3-c3c(n(C)c4ccccc34)C(=O)N([C@@H](C)CO)C[C@@H]2C)c1 | 0.1 | 14 | 8 | 1 | 0 | 25 | -18 | 3
COC(=O)[C@H]1C[C@H](OC(=O)NCC2CCCCC2)[C@@]2(O)CN(S(=O)(=O)c3ccc(C)cc3)CC2[C@H]1C(=O)OC (stereo partly drawn) | -0.1 | 5 | 0 | 1 | 0 | 4 | -7 | 1
COc1ccc(OC)c(NC(=O)CN2C(=O)COc3ccc(C)cc32)c1 | 0.1 | 3 | -4 | 1 | 3 | 21 | -2 | -4
CCNC(=O)Nc1ccc2c(c1)C(=O)N(C)[C@H]1CC[C@@H](CC(=O)Nc3ccccc3)O[C@H]1CO2 | 0.0 | -18 | -3 | -3 | 3 | -31 | 11 | 4
Cc1ccnc(NC(=O)CNC(=O)c2ccc3c(c2)OCO3)c1 | 0.3 | -6 | 2 | 5 | 0 | -7 | 9 | nt
Cc1ccccc1NC(=O)CCCN1C(=O)C2CC=CCC2C1=O (stereo not drawn) | 0.2 | 15 | -2 | 1 | -3 | 4 | -4 | 0
CC(C)NC(=O)N1[C@@H](CO)[C@@H](c2ccccc2)C12CN(C(=O)Cc1cccnc1)C2 | 0.1 | 0 | 1 | nt | 0 | nt | 125* | -15
COc1cc2nc(N3CCN(C(=O)c4ccco4)CC3)nc(N)c2cc1OC | 0.0 | -3 | -10 | -1 | -4 | -6 | -9&15 | 4
COc1ccccc1NC(=O)N[C@H]1CC[C@@H](CC(=O)NCc2ccc(Cl)c(Cl)c2)O[C@@H]1CO | 0.2 | 4 | -1 | -1 | -2 | 10 | 3 | -9
O=C(CCNC(=O)c1ccc([N+](=O)[O-])cc1)NCCc1ccc(Cl)cc1 | 0.0 | -10 | -1 | -8 | 0 | -3 | 1 | nt
O=C(CCl)Nc1ccccc1C(=O)c1ccccc1 | -0.1 | -9 | -2 | nt | 2 | nt | 3 | -2
CCN(C(=O)COC(=O)c1cc(OC)c(OC)cc1[N+](=O)[O-])C1CCS(=O)(=O)C1 (stereo not drawn) | -0.1 | -7 | -3 | 0 | 0 | -1 | -8 | 4
O=C1OC(Nc2cc(Br)cc3cccnc23)c2ccccc21 (stereo not drawn) | 0.1 | nt | 4 | -3 | 4 | 2 | 19 | 8
COCCN(CCOC)c1ncc(Cl)c(C(=O)c2c(C)cc3ccccn23)n1 | nt | 2 | nt | 1 | nt | -14 | nt | -16
Nc1ccc(C#Cc2ccc3oc4ccccc4c(=O)c3c2)cc1 | 0.1 | -71 | -1 | -1 | 2 | 13 | -3 | nt

Part of the list above, with values under each structure.
Order of values: XiGFP reactiv | LGR2 antag | SIRT5 block | Cneo AK release | ERAP1 HTS inh | Statin myotox sup | S100A4 MyoIIA | PGC1a acetyl inh
CCN(C(=O)COC(=O)c1cc(OC)c(OC)cc1[N+](=O)[O-])C1CCS(=O)(=O)C1 (stereo not drawn)
  -0.1 | -7 | -3 | 0 | 0 | -1 | -8 | 4
O=C(CCl)Nc1ccccc1C(=O)c1ccccc1
  -0.1 | -9 | -2 | nt | 2 | nt | 3 | -2

An excerpt of these results, as tab-separated lines.
molecule	XiGFP reactiv	LGR2 antag	SIRT5 block	Cneo AK release	ERAP1 HTS inh	Statin myotox sup	S100A4 MyoIIA	PGC1a acetyl inh
CC(C)NC(=O)N1[C@@H](CO)[C@@H](c2ccccc2)C12CN(C(=O)Cc1cccnc1)C2	0.1	0	1	nt	0	nt	125*	-15
COc1cc2nc(N3CCN(C(=O)c4ccco4)CC3)nc(N)c2cc1OC	0.0	-3	-10	-1	-4	-6	-9&15	4
COc1ccccc1NC(=O)N[C@H]1CC[C@@H](CC(=O)NCc2ccc(Cl)c(Cl)c2)O[C@@H]1CO	0.2	4	-1	-1	-2	10	3	-9
O=C(CCNC(=O)c1ccc([N+](=O)[O-])cc1)NCCc1ccc(Cl)cc1	0.0	-10	-1	-8	0	-3	1	nt
O=C(CCl)Nc1ccccc1C(=O)c1ccccc1	-0.1	-9	-2	nt	2	nt	3	-2
CCN(C(=O)COC(=O)c1cc(OC)c(OC)cc1[N+](=O)[O-])C1CCS(=O)(=O)C1 (stereo not drawn)	-0.1	-7	-3	0	0	-1	-8	4
O=C1OC(Nc2cc(Br)cc3cccnc23)c2ccccc21 (stereo not drawn)	0.1	nt	4	-3	4	2	19	8
COCCN(CCOC)c1ncc(Cl)c(C(=O)c2c(C)cc3ccccn23)n1	nt	2	nt	1	nt	-14	nt	-16
Nc1ccc(C#Cc2ccc3oc4ccccc4c(=O)c3c2)cc1	0.1	-71	-1	-1	2	13	-3	nt

(further entries)
SMILES | XiGFP reactiv | LGR2 antag | SIRT5 block | Cneo AK release | ERAP1 HTS inh | Statin myotox sup | S100A4 MyoIIA | PGC1a acetyl inh
O=C(Nc1cccc(S(=O)(=O)NC2=NCCC2)c1)c1ccc(F)cc1F | -0.1 | 7 | 1 | -2 | 3 | -10 | 6 | 3
CCN1CCN(c2ccc(S(=O)(=O)N3CCCCC3)cc2NC(=O)/C=C/c2ccc(OC(F)F)cc2)CC1 | -0.1 | 7 | 0 | 1 | 2 | 2 | -1 | -23
COC(=O)[C@@]1(C)[C@H]2C(=O)N(Cc3ccccc3)C(=O)[C@H]2[C@H]2CN=C(SCc3ccc(C)cc3)N21 | -0.2 | 1 | -2 | 5 | 0 | 11 | -5 | -9
N/C(=N\C(=S)Nc1ccccc1)c1ccccc1 | 0.1 | -120 | -14 | -9 | 0 | -24 | 0 | 6
O=C(OCC(=O)N1CCCCC1)c1cc(NS(=O)(=O)c2ccc(Cl)c([N+](=O)[O-])c2)ccc1O | 0.0 | -10 | 2 | nt | -2 | nt | 5 | nt
Cn1c(C(=O)N2CCN(c3cccc(C(F)(F)F)c3)CC2)cc2sccc21 | nt | 6 | nt | -2 | nt | -23 | nt | 6
CCOC(=O)C1(C)CCCN1C(=O)c1cc(F)ccc1C (stereo not drawn) | 0.2 | 6 | -5 | -6 | 3 | -1 | -2 | 1
COC(=O)c1ccc(CNC(=O)C2CCC(=O)N(CCc3ccccn3)C2)cc1 (stereo not drawn) | 0.2 | -1 | -10 | 1 | 4 | 0 | -1 | nt
N#C[C@@H]1[C@@H](c2ccccc2)[C@H](CO)N1C(=O)Cc1ccccc1 | 0.0 | 7 | -4 | -1 | -3 | -8 | 15 | 5
CCOC(=O)c1ccccc1NC(=O)COC(=O)CCCOc1ccccc1 | 0.0 | -6 | -3 | nt | -5 | nt | -3 | nt
COCCNc1nc(NCCOc2ccccc2Cl)c2sc(-c3ccccc3)cc2n1 | 0.2 | nt | -1 | -2 | 2 | -1 | -1 | -11
CCN(CC)S(=O)(=O)c1ccc(N2CCCCC2)c(NC(=O)/C(C#N)=C/c2ccc(OC)cc2)c1 | 0.2 | 10 | nt | -1 | nt | 2 | nt | 1
O=C1c2ccccc2-c2n[nH]c(=O)c3ccc(N4CCCCC4)c1c23 | 0.2 | -5 | -5 | -1 | 5 | -14 | 1 | 26
C[C@@H]1CN([C@@H](C)CO)C(=O)c2cc(-c3cccc(C#N)c3)cnc2O[C@@H]1CN(C)Cc1ccncc1 | -1.1 | 12 | -3 | 1 | 0 | 5 | 34 | -3
Cc1cnnc2c1-c1no[n+]([O-])c1CC2 | nt | -5 | nt | 0 | nt | 10 | nt | -9
COc1ccc(C(=O)N2CCCC(C(=O)O)C2)c2ccccc12 (stereo not drawn) | 0.1 | -1 | 1 | 0 | 2 | 55 | -1 | 6
CCCCn1c(N)c(N(CCOC)C(=O)CCNC(=O)c2ccc(Cl)cc2)c(=O)[nH]c1=O | 0.0 | -2 | 1 | -2 | 1 | nt | -6 | nt
O=C(CSc1nnc(CNC(=O)c2c(F)cccc2F)o1)Nc1ccc2c(c1)OCCO2 | 0.0 | 8 | -2 | -2 | -4 | 3 | 3 | nt
Cc1nc(CS(=O)(=O)c2ccccn2)sc1C(=O)NNC(=O)c1ccccc1 | 0.3 | 5 | -1 | nt | 0 | 1 | -3 | 3
CNC(=S)N(Cc1ccccc1)Cc1cccnc1 | 0.6 | -9 | -4 | -4 | -2 | -4 | -19 | nt
C/C(CCC(C)C)=N\NS(=O)(=O)c1ccc(C)c([N+](=O)[O-])c1 | 0.2 | -2 | -1 | 3 | 1 | nt | -15 | 1
CCN(C[C@H]1[C@@H](c2ccccc2)[C@H](CO)N1C(C)=O)C(=O)c1ccccn1 | 0.0 | 8 | 3 | -8 | 3 | 12 | 12 | -2
